Assay outcomes deposited in PubChem by several laboratories.
KCNK3 block: human KCNK3 channel inhibitors, primary screen, CHO cells, FluxOR thallium flux, B-score | Potassium channel subfamily K member 3 (Homo sapiens), O14649 | FluxOR fluorescence; stronger effect = lower value | B-score at 10 µM | hit rate 0.84% among 340,000 | AID 602410, 2012;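 active = B-score under library mean minus 4 SD, starting fluorescence ratio at most library mean plus 5 SD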;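 also: more negative B-score means stronger inhibition of thallium flux through KCNK3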
KCNQ1 block: inhibitors of human KCNQ1 channel, primary screen, cell-based, thallium flux, high-throughput; B-score at 10 µM; Potassium voltage-gated channel subfamily KQT member 1 (Homo sapiens), P51787; hit rate 1.3% among 310,000; CHO-K1 KCNQ1, FluxOR thallium flux fluorescence; stronger effect = higher value; AID 2642, 2010;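 active = compounds whose thallium flux B-score, printed positive for inhibition, exceeds three library SD while starting fluorescence stays within three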;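 also: channel opened by potassium depolarization with thallium stimulus after 20 min compound exposure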
HDAC3 inh: HDAC3 deacetylase inhibitors, primary screen, biochemical, fluorescence, cell-free homogeneous | Histone deacetylase 3 (Homo sapiens), O15379 | AID 2718, 2010 | hit rate 0.15% among 320,000 | recombinant HDAC3, fluorogenic peptide/trypsin coupled | inhibition, % at 8.3 µM; in the data active = inhibition above about 26%, passing the limit was not always enough; inconclusive = no clear call, values can overlap the other calls
Target sequence (O15379 whole entry, looked up): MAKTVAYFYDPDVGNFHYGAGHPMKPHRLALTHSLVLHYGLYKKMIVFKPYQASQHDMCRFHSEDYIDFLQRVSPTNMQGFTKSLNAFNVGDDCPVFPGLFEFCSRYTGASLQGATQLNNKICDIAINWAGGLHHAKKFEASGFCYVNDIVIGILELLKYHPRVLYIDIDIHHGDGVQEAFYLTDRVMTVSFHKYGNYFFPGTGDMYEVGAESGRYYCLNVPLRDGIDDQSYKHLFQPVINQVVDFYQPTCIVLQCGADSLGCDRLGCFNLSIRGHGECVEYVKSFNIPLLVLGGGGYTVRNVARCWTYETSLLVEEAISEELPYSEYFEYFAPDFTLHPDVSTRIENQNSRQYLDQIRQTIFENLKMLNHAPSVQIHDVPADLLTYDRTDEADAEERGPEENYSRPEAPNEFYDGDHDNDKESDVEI
PolyA inhibitor: polyadenylation inhibitors in yeast reporter cells, primary screen, luminescence, S. cerevisiae; hit rate 0.02% among 300,000; calls only at 12 µM; S. cerevisiae SKY197-pL101 polyadenylation reporter, beta-gal luminescence; efflux-impaired pdr1/pdr3 knockout yeast; score 100 = 6 SD above DMSO; AID 1875, 2009;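 active = lowest replicate activity score at least 50, where 100 means six control SD above control mean; inconclusive = lowest score under 50 but half or more replicates reach 50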;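 also: yeast exposed to compound for 9 h at 30 °C; higher score means more reporter readthrough which indicates perturbed polyadenylation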
KCNK9 block: KCNK9 potassium channel inhibitors, primary screen, HEK293 cells, thallium flux. hit rate 1.2% among 310,000. FluxOR thallium flux fluorescence; stronger effect = lower value. B-score at 10 µM. Potassium channel subfamily K member 9 (Homo sapiens), Q9NPC2;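 active = ratio B-score over 3 SD below the library mean, with starting fluorescence within 5 SD of its mean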;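 also: negative B-score means less thallium flux so channel inhibition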
Target sequence (Q9NPC2 whole entry, looked up): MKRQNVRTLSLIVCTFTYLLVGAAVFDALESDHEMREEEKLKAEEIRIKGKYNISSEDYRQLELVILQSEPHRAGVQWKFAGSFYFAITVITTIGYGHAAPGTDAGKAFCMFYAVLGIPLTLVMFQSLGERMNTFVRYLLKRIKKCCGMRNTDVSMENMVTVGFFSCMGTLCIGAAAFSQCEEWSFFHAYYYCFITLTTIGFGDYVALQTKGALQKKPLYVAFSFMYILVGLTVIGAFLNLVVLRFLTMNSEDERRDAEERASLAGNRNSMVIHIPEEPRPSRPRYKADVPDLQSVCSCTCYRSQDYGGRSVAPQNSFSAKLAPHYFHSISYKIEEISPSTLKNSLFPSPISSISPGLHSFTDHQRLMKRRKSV
hERG rescue: hERG rescue from dofetilide block, primary screen, cell-based, CHO-hERG, FluxOR thallium flux, dofetilide IC70; Voltage-gated inwardly rectifying potassium channel KCNH2 (Homo sapiens), Q12809; dofetilide IC70 present; activation (rescue from dofetilide block), less the hit threshold, % at 10 µM; hit rate 0.51% among 310,000; AID 1511, 2009;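 active = activation above the mean of controls blocked by dofetilide plus 5 SD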;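 also: thallium influx through hERG after potassium depolarization seen as dye fluorescence rise; in these data hits start at about 4.7%; inactives centre near -7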
GSK3 alpha inh: blockers of GSK3A enzyme activity – biochemical, luminescence, cell-free homogeneous, HTS, primary screen. inhibition, % at 10 µM. GSK-3 alpha kinase, ADP-Glo luminescence, 60 min. Glycogen synthase kinase-3 alpha (Homo sapiens), P49840. hit rate 0.1% among 320,000. AID 2650, 2010;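 in the data active = inhibition above about 50%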;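 also: GST-tagged GSK-3 alpha with peptide substrate and 25 µM ATP; 0% = DMSO neutral wells and 100% = GW8510 positive control wells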
DYRK1A inh: rat Dyrk1A kinase inhibitors, primary screen, biochemical, single point, plate reader. Dual specificity tyrosine-phosphorylation-regulated kinase 1A (Rattus norvegicus), Q63470. AID 504441, 2011. hit rate 0.43% among 310,000. ADP-Glo luminescence, NFATc1 peptide. inhibition, % at 12.5 µM; in the data active = inhibition above about 50%;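 also: plate controls were vehicle with enzyme for no effect and no enzyme for full effect; many of its hits are not listed in these tables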
GSK3beta inhib: human GSK3beta kinase inhibitors, primary screen, biochemical, cell-free homogeneous, HTS; Glycogen synthase kinase-3 beta (Homo sapiens), P49841; GST-GSK3beta kinase, ADP-Glo luminescence, 60 min; stronger effect = lower value; activity score (negative = inhibition), % at 10 µM; hit rate 0.038% among 300,000; AID 2097, 2009;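 active = more than half of replicate wells score below -50%, meaning over 50% inhibition versus plate controls; inconclusive = some replicates but at most half score below -50%; inactive = no replicate scores below -50%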;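 also: 0% = median DMSO wells and -100% = median GW8510 positive control wells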
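Test system – GST-tagged human GSK3beta kinase, cell-free · Incubation – 60 min enzyme reaction, room temperature · Signal – ADP-Glo luminescence · Also added – peptide substrate and ATP at 25 µM · Controls – DMSO neutral wells and GW8510 at 20 µM as positive · Buffer or medium – Tris/MgCl2 kinase buffer · Measure – Luminescence-derived activity versus plate DMSO and GW8510 wells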
RGS4 act: RGS4 potentiators or activators, primary screen, cell-based, HEK293 M3R inducible RGS4, calcium flux; hit rate 0.92% among 310,000; carbachol calcium flux Fluo4; stronger effect = lower value; B-score at 10 µM;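 active = B-score of the integrated calcium signal more than 4 SD below the library mean, with starting fluorescence not abnormally high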;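 also: negative B-score means reduced calcium response which marks RGS4 activation or potentiation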
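Material: M3R-expressing HEK293 line, RGS4 induced by doxycycline | Schedule: Overnight RGS4 induction, 30 min dye load 37 °C, 20 min compound RT | Measured by: Fluo4 fluorescence kinetic imaging of calcium | Read-out: Integrated calcium ratio converted to B score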
KCNQ1 act: potentiators or activators of KCNQ1 channel, primary screen, cell-based, thallium flux, high-throughput. B-score at 10 µM. hit rate 0.35% among 310,000. CHO-K1 KCNQ1, thallium flux FluxOR fluorescence; stronger effect = higher value;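 active = fluorescence ratio B-score, a plate-corrected score, at least three library SD, with initial intensity B-score within 5 SD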
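Assay system: CHO-K1 cells stably expressing KCNQ1; Medium: assay buffer with matched DMSO; Also added: K+/Tl+ depolarizing stimulus; Dosing: single dose; Timing: dye 90 min, compound 20 min, room temperature; Measured by: kinetic FluxOR thallium fluorescence, 10-s 1-Hz baseline, 110-s post-stimulus read; Read-out: peak-minus-minimum fluorescence over initial fluorescence, negative-control normalized, B-scored.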
Active calls of the source: *; i = inactive; u = inconclusive; x = not tested or not shown.

SMILES | KCNK3 block | KCNQ1 block | HDAC3 inh | PolyA inhibitor | KCNK9 block | hERG rescue | GSK3 alpha inh | DYRK1A inh | GSK3beta inhib | RGS4 act | KCNQ1 act
Cc1ccc(CN(C)C2CCN(C)CC2)cc1 | i | i | 6 | i | i | -4 | -4 | x | 2 | i | i
CCN(CC)CCCn1c(=S)[nH]c2cc(Cl)ccc2c1=O | i | i | 5 | i | i | -12 | -2 | 4 | 0 | i | i
O=C(O)c1cccc(Oc2cccc(Cl)n2)c1 | i | i | -1 | i | i | 0 | -2 | -3 | -5 | i | i
Cc1cc(NC(=O)CCCn2nc([N+](=O)[O-])c(Cl)c2C)no1 | i | i | x | i | i | -9 | 0 | 5 | 2 | i | i
S=c1[nH]nc(COc2ccccc2)n1/N=C/c1ccc(Cl)cc1Cl | i | i | 12 | i | i | 0 | -2 | 5 | -3 | i | i
Cc1ccc(N2CC(C(=O)Nc3ncc([N+](=O)[O-])s3)CC2=O)cc1 (configuration not stated) | i | 6* | 4 | i | i | -7 | 51* | -2 | -22 | i | i
Cn1cnnc1SCC(=O)NN(c1ccccc1)c1ccccc1 | i | i | -2 | i | i | -1 | 2 | -4 | 1 | i | i
O=C(O)c1ccccc1C(=O)Nn1cnnc1 | i | i | -12 | i | i | -7 | -3 | -1 | 0 | i | i
Cc1cccc(N2CCN(C3=NC(=O)/C(=C\c4cn[nH]c4-c4ccccc4)S3)CC2)c1 | i | i | -3 | i | i | -11 | -3 | -6 | 2 | i | i
COc1ccc2cc(C(=O)C3CCCN(Cc4ccccn4)C3)ccc2c1 (configuration not stated) | i | i | -52 | i | i | -16 | -1 | -11 | 3 | i | i
O=C(CCCN1C(=O)c2ccccc2C1=O)NCCN1C(=O)S/C(=C\c2cccs2)C1=O | i | i | u | i | i | -7 | -6 | 3 | -25 | i | i
O=C(O)c1cccc(S(=O)(=O)Nc2cc(Cl)ccc2Cl)c1 | i | i | 5 | i | i | -7 | -4 | x | 3 | i | i
O=C(CCc1nnc(-c2ccccc2)o1)NCC1CCN(C2CCCC2)CC1 | i | i | 12 | i | i | 1 | -1 | -2 | 1 | i | i
Cc1ccc(S(=O)(=O)N2CCN(C(=O)CSc3ccc(Cl)cc3)CC2)cc1 | i | i | 2 | i | i | -3 | -1 | 5 | 2 | i | i
COc1ccc(CCNC(=O)c2cc(Cl)nc3ccccc23)cc1 | i | i | 2 | i | i | -8 | -1 | -3 | 0 | i | i
COc1ccc(Nc2nccc(OC)c2C#N)cc1 | i | i | -1 | i | i | -2 | 1 | -7 | -7 | i | i
COc1cccc(C(=O)COc2ccccc2N2C(=O)C3C4C=CC(C4)C3C2=O)c1 (configuration not stated) | i | i | -3 | i | i | -6 | -4 | -10 | 3 | i | i
Cc1ccc(Nc2c([N+](=O)[O-])ccc3nonc23)cc1C | i | i | -7 | i | i | -3 | -1 | 1 | -2 | i | i
Cc1ccc2cc(CN(Cc3cccs3)Cc3nnnn3CC3CCCO3)c(=O)[nH]c2c1C (configuration not stated) | i | i | x | i | i | -3 | x | -3 | 2 | i | i
CCN1CCN(CC(=O)Nc2nc3ccc(OC)cc3s2)CC1 | i | i | -2 | i | i | -4 | 13 | 34 | -1 | i | i
Cc1ccc(CNC(=O)CSc2ncn[nH]2)cc1 | i | i | -2 | i | i | -5 | 0 | -2 | 0 | i | i
Cc1ccc(-c2csc3nc(SCC(=O)Nc4ccc(Cl)c(C(=O)O)c4)[nH]c(=O)c23)cc1 | i | i | 5 | i | i | -6 | 2 | x | 8 | i | i
Cc1cccc(OCCCCc2c(C)n[nH]c2C)c1 | i | i | 8 | i | i | -16 | 0 | 2 | -1 | i | i
COCCn1c(SCC(=O)Nc2cc(C)nn2-c2ccccc2)nnc1-c1ccncc1 | i | i | 0 | i | i | -4 | 2 | -4 | -2 | i | i
O=C(CCn1cnnn1)NC1CCCN(Cc2ccccc2F)C1 (configuration not stated) | i | i | -4 | i | i | -3 | 1 | -3 | 1 | i | i
SMILES | KCNK3 block | KCNQ1 block | HDAC3 inh | PolyA inhibitor | KCNK9 block | hERG rescue | GSK3 alpha inh | DYRK1A inh | GSK3beta inhib | RGS4 act | KCNQ1 act
O=C(NCc1ccco1)c1cccc(S(=O)(=O)N2CCN(Cc3ccccc3)CC2)c1 | i | i | 3 | i | i | -11 | 1 | 8 | 0 | i | i
COC(=O)CC1C(C(=O)OC)ON2OC(C(=O)OC)C(C(=O)OC)C12 (configuration not stated) | i | i | 0 | i | i | -15 | -1 | 1 | -2 | i | i
CN(C)S(=O)(=O)c1cccc(NC(=S)N/N=C/c2cccc(O)c2)c1 | i | i | -12 | i | i | 0 | -1 | -6 | 0 | i | i
CCOC(=O)c1[nH]c2ccc(OC)cc2c1N=CN(C)C | i | i | -9 | i | i | 0 | -1 | 5 | 1 | i | i
O=C(Nc1ccc(S(=O)(=O)Nc2nccc(C3Cc4ccccc4C(=O)O3)n2)cc1)c1ccccc1 (configuration not stated) | i | i | x | i | i | -9 | x | 0 | 2 | i | i
c1ccc(-c2nnc3n2N=C(c2ccc4c(c2)OCO4)CS3)nc1 | i | i | 15 | i | i | -20 | 2 | 8 | -2 | i | i
Cc1nc2c(C)cccn2c(=O)c1NC(=O)c1ccc(Br)o1 | i | i | 4 | i | i | -13 | -1 | 9 | 4 | i | i
O=C(COc1ccc2c3c(c(=O)oc2c1)CCCC3)NCC(O)c1ccccc1 (configuration not stated) | i | i | -5 | i | i | -8 | -2 | -2 | 2 | i | i
COc1ccc(C2=NN(C(=O)CSc3nc(=O)n4ccc(C)cc4n3)C(c3ccc(C)cc3)C2)cc1 (configuration not stated) | i | i | 6 | i | i | -13 | -2 | -2 | -1 | i | i
Cc1ccc(-c2nc(C=Nc3cccc(C)c3)c(O)o2)cc1 | i | i | 0 | i | i | -13 | -2 | 5 | -3 | i | i
O/C(=C\Sc1nnc(Cc2ccccc2)o1)c1ccc(Br)cc1 | i | i | -1 | i | i | -5 | 1 | 2 | 0 | i | i
CCN1CCN(c2ccc(S(=O)(=O)N3CCOCC3)cc2NC(=O)CCC(C)C)CC1 | i | i | -3 | i | i | -8 | -4 | 10 | 7 | i | i
Cc1ccc(CN2C(=O)CCC2C(=O)NCCCN2CCCCC2C)cc1 (configuration not stated) | i | i | -6 | i | i | -5 | -3 | -6 | -1 | i | i
CN(C1CCCCC1)S(=O)(=O)c1cccc2nsnc12 | i | i | 4 | i | i | -4 | -2 | -2 | -1 | i | i
CCCCN(C(=O)c1ccc(Cl)cc1)C1CC2CCC(C1)N2C (configuration not stated) | i | i | -2 | i | i | -7 | -2 | -4 | 3 | i | i
CCOC(=O)c1ccc(-c2ccc(C=O)o2)cc1 | i | i | -7 | i | i | -7 | -2 | 20 | -1 | i | i
O=C(CN1CCN(C(=O)N2CCCCC2)CC1)Nc1ccc(F)cc1 | i | i | -2 | i | i | -12 | -1 | x | 1 | i | i
NS(=O)(=O)c1ccc(-n2nncc2C23CC4CC(CC(C4)C2)C3)cc1 | i | i | -4 | i | i | -7 | -1 | -4 | -1 | i | i
CCc1nc(SCC(=O)Nc2nnc(CC)s2)c2c(C)c(C)sc2n1 | i | i | u | i | i | -1 | 0 | 6 | 3 | i | i
Cc1ccccc1OCC(O)CN1CCN(C)CC1 (configuration not stated) | i | i | -2 | i | i | -7 | -2 | -1 | 3 | i | i
NC(=O)CSc1nnc(-c2ccc(S(=O)(=O)N3CCOCC3)cc2)n1Cc1ccccc1 | i | i | -1 | i | i | -4 | 0 | -7 | -1 | i | i
O=C(CSCC(=O)OCC(=O)c1ccc(Br)cc1)Nc1ccc(Br)cc1 | i | i | 12 | i | i | -7 | -2 | -4 | 3 | i | i
CC(C)(C)n1nc2c(c1NC(=O)c1ccc(S(=O)(=O)N3CCCC3)cc1)CS(=O)C2 (configuration not stated) | i | i | 2 | i | i | -2 | 0 | -6 | 2 | i | i
COc1ccccc1C(=O)Nc1nc(-c2cccs2)c(NC(C)=O)s1 | i | i | -6 | i | i | -15 | -1 | -2 | -6 | i | i
CC(=O)Cn1nnc2sc(-c3ccccc3)cc2c1=O | i | i | -3 | i | i | -17 | 0 | -4 | 2 | i | i
SMILES | KCNK3 block | KCNQ1 block | HDAC3 inh | PolyA inhibitor | KCNK9 block | hERG rescue | GSK3 alpha inh | DYRK1A inh | GSK3beta inhib | RGS4 act | KCNQ1 act
O=[N+]([O-])c1ccccc1OCCN1CCOCC1 | i | i | -2 | i | i | -8 | -6 | -4 | 1 | i | i
C(=C\c1ccccc1)/CN1CCN(c2ncnc3c2oc2ccccc23)CC1 | -13* | 7* | 1 | i | i | -22 | -1 | -2 | -3 | i | i
CC1(C)C(C=C(Cl)Cl)C1C(=O)NC(O)C(=O)c1ccccc1 (configuration not stated) | i | i | 14 | i | i | -3 | -4 | -7 | 3 | i | i
Cc1cc(C)c2nc(N(CCN(C)C)C(=O)c3ccc(S(=O)(=O)N(C)CC4CCCO4)cc3)sc2c1 (configuration not stated) | i | i | x | i | i | -15 | -2 | 5 | -26 | i | i
Cc1cc(/C=N/N2CCN(C)CC2)c(C)n1-c1ccccc1F | i | i | 0 | i | i | -5 | 0 | 0 | -25 | i | i
O=C(NCCOC(=O)c1c(F)cccc1Cl)c1c(F)cccc1Cl | i | i | 1 | i | i | -7 | 0 | 10 | -2 | i | i

A portion of the library (hit frequency here may not be typical).
